High-throughput results as filed in PubChem.
TGFb inhibitor: TGF-b pathway inhibition | 410,000 compounds, 1.2% hits | AID 588855 | Potency, µM (top dose mostly 46.1 µM), for the others: top-dose activity, negative = inhibition, usual class: inhibitors | HepG2 CAGA-GFP TGF-b/SMAD3 reporter, GFP fluorescence, 18 h; TGF-beta stimulated, 500 pg/mL final; also: potency is read from the fitted curve at half-maximal effect; % is scaled to controls: 0 for no effect and ±100 for the full control effect; nearly all actives have a fitted effect of over 65% in size
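Using HEPG2 CAGA-GFP reporter cells at 1000 cells/well, we pinned test compounds, stimulated with recombinant TGF-beta (500 pg/mL final) and measured total well GFP after 18 h.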
Abeta rescue: compounds reversing amyloid beta toxicity in yeast; 410,000 compounds, 0.063% hits; Potency, µM (doses to about 46.1 µM), for the others: at the top dose growth rescue, usual class: activators; yeast expressing A-beta42, growth rescue, OD600, 48 h; response scale: 0% DMSO, 100% iron-clioquinol control; AID 1347071; also: potency is read from the fitted curve at half-maximal effect; nearly all actives have a fitted effect of over 55% in size
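Yeast A-beta toxicity model in growth medium with pinned compounds, 48 h at 30 C; growth read as absorbance at 600 nm. Normalized to FeCl3/clioquinol equimolar mix (positive) and DMSO (negative).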
Nrf2 block: Nrf2 pathway inhibition. A549 ARE-Fluc reporter, luciferase luminescence, 18-24 h. Potency, µM (series often up to 46 µM), for the others: top-dose activity change, negative = inhibition, most hits filed as inhibitors. 360,000 compounds, 2.1% hits; also: potency is read from the fitted curve at half-maximal effect; % is scaled to controls: 0 for no effect and ±100 for the full control effect; nearly all actives have a fitted effect of over 60% in size
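A549 ARE_Fluc cells, 5000/well, 5% FBS OPTI-MEM; compounds in dose-response, 18-24 h at 37 °C/5% CO2; CellTiter-Fluor viability read (Ex 405/Em 525), then BugLite luciferase luminescence = Nrf2 activity.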
Nrf2 ARE act: activates Nrf2 signaling | AREc32 ARE-luciferase reporter (MCF7-derived line), luminescence, 24 h | Potency, µM (titrated, usually from 46.1 µM), for the others: at the highest dose activation, usual class: activators | 410,000 compounds, 0.31% hits; also: potency is read from the fitted curve at half-maximal effect; % of control where 0% means no effect; nearly all actives have a fitted effect of over 65% in size
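AREc32 cells carrying an ARE-driven firefly luciferase, 1000 cells/well in OPTI-MEM with 5% FBS, dosed after overnight attachment and incubated 24 hr at 37 deg C. Steady-Glo luminescence read after 30 min at RT.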
CCT chaperon mod: changes cytosolic chaperonin activity; purified chaperonin ATPase assay, HTRF ADP detection, 30 min; activity change, % (no concentration beside the values), hits read low; 360,000 compounds, 0.3% hits; AID 651819; in the data active = activity change below about -30%; also: % is scaled to controls: 0 for no effect and ±100 for the full control effect
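Nucleotide hydrolysis assay: TRiC at 20–40 nM final (set by batch activity) with 10 uM ATP, 30 min at 37 °C, in presence of 76 uM compound. Detection by competitive ADP HTRF, 30 min ambient.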
A549 viability: kills or reduces viability of A549 cells in Nrf2 counter-screen; A549 ARE-Fluc cells, CellTiter-Fluor viability, 18-24 h; Potency, µM (series often up to 46 µM), for inactives: at the highest dose activity change, negative = cytotoxicity, usual class: inhibitors; 390,000 compounds, 0.16% hits; AID 504648; also: potency is read from the fitted curve at half-maximal effect; % is scaled to controls: 0 for no effect and ±100 for the full control effect
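A549 ARE-Fluc cells in 5% FBS OPTI-MEM, 5000 cells/well, rested 2 h then exposed to compounds in concentration-response for 18-24 h at 37 °C. Viability by CellTiter-Fluor fluorescence (Ex 405/Em 525) after 30 min; luciferase luminescence (BugLite, 15 min, RT) read afterwards.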
HepG2 tox: kills HepG2 cells in TGF-b inhibitor counter-screen; 410,000 compounds, 0.76% hits; AID 588856; Potency, µM (titrated, usually from 46.1 µM), inactives show at the highest dose activity change, negative = cytotoxicity, actives largely listed as cytotoxic; HepG2 CAGA-GFP viability, ATP luminescence, 18 h; also: potency is read from the fitted curve at half-maximal effect; some results filed as inactive show a strong effect at the top dose
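CellTiter-Glo luminescence gave cytotoxicity after 18 hours at 37 degrees C. The cells were HepG2 CAGA-GFP in 1% FBS DMEM, stimulated with 500 pg/mL TGF-beta after compound addition. %Activity was normalised to no-cell wells (complete cell-killing) and DMSO (no toxicity), and curves were fitted and classified.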
Akt phos inh: inhibitors of Akt phosphorylation; Neuro2A IGF-stimulated pAkt S473 HTRF, 20 min; hits give low values; activity change, % for hits at 50 µM; 360,000 compounds, 0.32% hits; AID 651550; in the data active = activity change below about -80%; inconclusive = mostly about -51% to -80%; also: % is scaled to controls: 0 for no effect and ±100 for the full control effect
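Neuro2A cells in DMEM with 0.5% FBS, overnight at 37 deg C, given compound at single 50 µM final, then IGF (6 nM final) for 20 min at 37 deg C. Lysed; phospho-Akt Ser473 by HTRF after 24 h, 665/615 ratio.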
Mm-Cpn inhibitor: M. maripaludis TRiC chaperonin inhibition; purified Mm-Cpn ATPase, ADP Transcreener TR-FRET; Potency, µM (titrated, usually from 76.9 µM), without a hit: at the top dose activity, negative = inhibition, usual class: inhibitors; AID 504842; 330,000 compounds, 0.031% hits; also: potency is read from the fitted curve at half-maximal effect; % is scaled to controls: 0 for no effect and ±100 for the full control effect; nearly all actives have a fitted effect of over 80% in size
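Reaction buffer contained 30 mM Tris pH 7.4, 100 mM KCl, 5 mM MgCl2 and 1 mM DTT. Mm-CPN (25 nM final) hydrolysed 10 uM ATP over 30 min at 37°C; ADP was read by HTRF.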
* = called active by the depositor; i = inactive; ? = inconclusive; · = not tested or not shown; & = joins results of further samples. Unless noted, calls follow the shape of the dose curve; as a rule, active = well fitted curve in the direction sought with a large enough effect; inconclusive = small, poorly fitted or top-dose-only effect, or another doubt; inactive = no such curve, though single readings can be large; an effect the other way counts as inactive or inconclusive.

nr | canonical_smiles | TGFb inhibitor | Abeta rescue | Nrf2 block | Nrf2 ARE act | CCT chaperon mod | A549 viability | HepG2 tox | Akt phos inh | Mm-Cpn inhibitor
1 | CN(C)S(=O)(=O)c1ccc(C(=O)NCC(=O)N/N=C/c2ccco2)cc1 | -1% | -1% | 6% | 0.2% | 0.3 | 0% | 1% | i | 2%
2 | COc1ccccc1-n1cc(-c2ccccc2)[nH]c1=S | -3% | -13% | 4% | 0.3% | -18 | 0% | -21% | i | -5%
3 | Cc1cc(C(=O)Nc2ccc(N3CCCC3)c(Cl)c2)ccc1[N+](=O)[O-] | 1% | 14% | ? | 5.0% | 0.4 | -11% | -22% | i | -8%
4 | Cc1nc2c(C(=O)NCCc3ccc(Cl)cc3)c[nH]n2c(=O)c1Cc1ccc(Cl)cc1 | ? | 11% | 1% | -0.8% | · | -5% | 11µM* | · | ·
5 | O=C1C=C(c2cc3ccccc3o2)C[C@@H](c2ccc(F)cc2)C1 | 14% | -6% | 8% | 3.1% | 1.3 | -1% | -5% | i | 2%
6 | CCN(CC)CCNC(=O)c1nn(-c2ccc(Cl)cc2)c2c1CCc1cc(OC)ccc1-2 | ? | 0% | 13% | 4.7% | -1.0 | -1% | 14µM* | i | ·
7 | O=C(CN1CCOCC1)NNC(=S)Nc1ccccc1 | -17% | 2% | 23% | 0.1% | -8.9 | 22% | -40% | i | 3%
8 | CCOc1ccc(C(=O)NC(=S)Nc2cccc(NC(=O)c3ccco3)c2)cc1[N+](=O)[O-] | 8.9µM* | -11% | -11% | -0.4% | -1.4 | 0% | -17% | i | 0%
9 | O=C(CCc1ccccc1)c1ccc2c(c1)OCCCO2 | ? | 11% | ? | 2.0% | 0.5 | -2% | -2% | i | 1%
10 | CCCCc1cc(=O)oc2cc(OCC(=O)N(CC)CC)c(Cl)cc12 | 2% | -19% | ? | -1.7% | -0.9 | -3% | -15% | i | -1%
11 | CCOc1ccc(OCC)c(NC(=O)CNS(=O)(=O)c2cccs2)c1 | -4% | 28% | -11% | 0.0% | -3.9 | -7% | 0% | i | -3%
12 | CCN(C(=O)Cn1c(Cl)nc2c1c(=O)n(C)c(=O)n2C)C1CCCCC1 | -6% | -14% | 3% | 0.4% | -3.5 | 0% | 3% | i | 0%
13 | CC1CCN(S(=O)(=O)c2ccc(S(=O)(=O)NCc3ccccc3)cc2)CC1 | -2% | 0% | -4% | -0.5% | -0.5 | -9% | 6% | i | 0%
14 | CC1(C)CC(C)(c2ccc(O)cc2O)N(c2ccc3ccccc3c2)C(=S)N1 (stereo not given) | ? | 1% | · | 0.4% | -0.1 | 1% | -3% | i | 0%
15 | Cc1ccc(C(=O)OC(C(=O)O)C(OC(=O)c2ccc(C)cc2)C(=O)O)cc1 (stereo not given) | 0% | -7% | 7% | -0.2% | -1.7 | 2% | -9% | i | 2%
16 | Cc1cccc(C(=O)NC(C)C(=O)NC(c2nc3ccccc3[nH]2)C(C)C)c1 (stereo not given) | 3% | -7% | 0% | -0.3% | 0.7 | 1% | -2% | i | 1%
17 | O=C1C2C3C=CC(C3)C2C(=O)N1c1cccnc1 (stereo not given) | 9% | -12% | 1% | -0.7% | -0.3 | 2% | -16% | i | ·
18 | Cc1c(Cl)cccc1NC(=O)CCN1C(=O)NC(C)(C)C1=O | -1% | 5% | 7% | 0.7% | 0.8 | -2% | 0% | i | 2%
19 | CCOC(=O)N1CCN(C(=O)/C(=C/c2cccs2)NC(=O)c2cccs2)CC1 | 25% | -3% | · | -0.5% | -1.9 | -11% | 7% | i | 2%
20 | COc1cnc(SCC(=O)O)[nH]c1=O | 0% | 11% | 21% | -0.9% | -1.3 | 10% | -12% | i | 0%
21 | O=C(Cc1ccccc1)NC(=S)Nc1cccc(C(F)(F)F)c1 | ? | 23% | · | 6.1% | -0.4 | 0% | -72% | i | 0%
22 | COc1cc(C=C2C(=O)c3ccccc3C2=O)cc(OC)c1OC | 13% | 24% | 8% | 0.1% | -1.5 | 1% | 1% | i | -14%
23 | O=C(NCC(c1ccco1)N1CCc2ccccc2C1)C(=O)Nc1ccccc1F (stereo not given) | -5% | 4% | -9% | 2.1% | -3.3 | -6% | 8% | i | 0%
24 | CC(=O)c1cc(-c2ccc(F)cc2)n(CCC(=O)NCc2ccccc2C)c1C | 4% | 1% | -15% | 8.3% | · | -1% | -5% | · | ·
25 | Cc1ccc(C(=O)N(C)CC(=O)Nc2cccc(C)c2C)o1 | -12% | -5% | 3% | 0.8% | -2.9 | -1% | -5% | i | 2%
26 | CCCCCCCOC(=O)c1ccc(OC(=O)c2cccnc2)cc1 | -22% | -14% | ? | -0.1% | -3.5 | -12% | -30% | i | 0%
27 | Cc1c(Cl)cccc1NC(=O)NCc1cccnc1 | 2% | 4% | 8% | -0.1% | -1.4 | 2% | 4% | i | -1%
28 | O=C(NCCO)c1ccc2[nH]c3ccccc3c2c1 | -3% | -3% | · | 3.1% | 0.8 | 0% | -2% | i | 0%
29 | COc1cccc(-c2cc3nc(C)c(C)c(N4CCN(C(=O)c5ccoc5)CC4)n3n2)c1 | -17% | -20% | · | 1.1% | -0.7 | · | -33% | i | ·
30 | COc1cccc(Nc2nc3ccc(C(=O)c4ccccc4)cc3n3c(C)nnc23)c1 | -4% | 15% | ? | 0.5% | · | 1% | -8% | · | ·
31 | CCC1Sc2ccc(S(=O)(=O)CCC(=O)Nc3ccc(C(=O)OC)cc3)cc2NC1=O (stereo not given) | -4% | 7% | -18% | 0.3% | -0.6 | -15% | -18% | i | -2%
32 | Cc1ccc(C(C)C)cc1OCCOCCN1CCCC1 | 15% | 0% | 6% | -0.4% | -1.5 | -5% | -21% | i | 0%
33 | Cc1ccc(-n2ncc(C(=O)NCc3ccccc3C)c2-n2cccc2)cc1 | -5% | -10% | -23% | -0.9% | · | 10% | -19% | · | ·
34 | C=CCOC(=O)C1=C(C)N=C2SCCC(=O)N2C1/C=C/c1ccccc1 (stereo not given) | -30% | 7% | -15% | ? | -0.7 | -3% | -23% | i | -3%
35 | Cc1ccc(C(=O)n2c3ccccc3c3ccccc32)cc1 | -9% | 17% | · | -0.6% | 0.2 | -14% | -7% | i | 1%
36 | CCOc1cc(C(=O)Nc2c(NC)c3ccccc3oc2=O)cc(OCC)c1OCC | 15% | -6% | 25% | 4.1% | · | 1% | -1% | · | ·
37 | Cc1cc(=O)n2nc(-c3ccccc3)sc2n1 | -6% | -8% | ? | 11% | 0.2 | 3% | -27% | i | 1%
38 | O=C(NC1CCCC1)C1c2ccccc2C(=O)N1CCCN1CCOCC1 (stereo not given) | 0% | -10% | -10% | -0.9% | -2.4 | -8% | -52% | i | 0%
39 | Cc1cc(=O)[nH]c(N/N=C/c2ccccc2C(F)(F)F)n1 | 5% | -12% | 13% | 3.1% | 2.0 | -2% | -1% | i | -5%
40 | Cc1cc(Oc2ccc(=O)n(C)n2)nc(SCc2ccccc2)n1 | -3% | -11% | -27% | -0.1% | -3.0 | ? | -18% | i | -4%
41 | Cc1c(NC(=O)C(F)(F)F)ccc2nc3c(=O)n(C)c(=O)n(C)c3nc12 | 16% | -8% | -24% | 0.8% | · | -23% | -41% | · | ·
42 | CCOc1ccc2nc(C)cc(Nc3ccccc3OCC)c2c1 | ? | -16% | -6% | 8.5% | · | -13% | -39% | · | ·
43 | CC(C)[C@H]1COCCS(=O)(=O)N1Cc1ccccc1 | -3%&16% | 0% | 6% | -0.7% | -0.8 | -1% | -17%&3% | i | ·
44 | C[C@H](CO)N1C[C@H](C)[C@H](CN(C)C(=O)Nc2ccnc(N3CCOCC3)c2)OCc2cnnn2CCCC1=O | 16% | 8% | · | -0.3% | 3.1 | · | 3% | i | ·
45 | O=C(Cc1ccc(NC(=O)C2CCN(C(=O)C3CCC3)CC2)cc1)Nc1cccc(C(=O)N2CCCC2)c1 | 8% | 0% | 9% | -0.4% | -2.9 | -7% | 7% | i | ·
46 | CCC(=O)Nc1ccc(C(=O)NNC(=O)c2ccccc2)cc1 | 2% | 22% | 9% | -0.6% | -1.1 | 7% | 8% | i | 0%
47 | NC(=O)c1sc2cc(C(F)(F)F)cnc2c1-c1ccccc1 | 0% | 7% | -6% | -0.8% | -1.6 | -8% | -3% | i | 2%
48 | CCCOc1ccc(CSc2n[nH]c(C)n2)cc1 | 6% | -22% | -17% | 0.2% | -1.5 | 2% | -21% | i | 1%

Reprinted, nos. 45 to 48
nr | canonical_smiles | TGFb inhibitor | Abeta rescue | Nrf2 block | Nrf2 ARE act | CCT chaperon mod | A549 viability | HepG2 tox | Akt phos inh | Mm-Cpn inhibitor
45 | O=C(Cc1ccc(NC(=O)C2CCN(C(=O)C3CCC3)CC2)cc1)Nc1cccc(C(=O)N2CCCC2)c1 | 8% | 0% | 9% | -0.4% | -2.9 | -7% | 7% | i | ·
46 | CCC(=O)Nc1ccc(C(=O)NNC(=O)c2ccccc2)cc1 | 2% | 22% | 9% | -0.6% | -1.1 | 7% | 8% | i | 0%
47 | NC(=O)c1sc2cc(C(F)(F)F)cnc2c1-c1ccccc1 | 0% | 7% | -6% | -0.8% | -1.6 | -8% | -3% | i | 2%
48 | CCCOc1ccc(CSc2n[nH]c(C)n2)cc1 | 6% | -22% | -17% | 0.2% | -1.5 | 2% | -21% | i | 1%
